Source: PubChem
STK33 inh: inhibitors of purified STK33 kinase, primary screen, biochemical, ADP-Glo luminescence, homogeneous, cell-free. Serine/threonine-protein kinase 33 (Homo sapiens), Q9BYT3. MBP phosphorylation. inhibition, % at 10 µM. actives 0.073% (n = 320,000). AID 2661, 2010;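 active means inhibition at or above 25%, using the most active replicate where run in duplicate; inactive means inhibition below 25%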
Target sequence (Q9BYT3 whole entry, looked up): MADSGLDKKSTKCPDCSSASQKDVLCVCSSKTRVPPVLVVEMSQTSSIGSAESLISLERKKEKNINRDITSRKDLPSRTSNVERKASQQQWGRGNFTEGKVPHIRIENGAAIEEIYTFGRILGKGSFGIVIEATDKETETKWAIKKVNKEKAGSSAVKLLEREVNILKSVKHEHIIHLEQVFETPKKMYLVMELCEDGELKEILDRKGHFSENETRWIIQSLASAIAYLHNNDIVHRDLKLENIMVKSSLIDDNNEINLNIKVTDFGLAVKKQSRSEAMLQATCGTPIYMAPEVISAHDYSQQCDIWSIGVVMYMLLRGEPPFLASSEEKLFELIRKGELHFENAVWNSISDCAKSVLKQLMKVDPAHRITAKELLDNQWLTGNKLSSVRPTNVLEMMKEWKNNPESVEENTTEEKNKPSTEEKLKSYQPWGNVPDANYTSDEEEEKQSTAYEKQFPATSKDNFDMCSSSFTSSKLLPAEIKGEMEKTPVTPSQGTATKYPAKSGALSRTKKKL
KCNQ2 inh: KCNQ2 potassium channel inhibitors, primary screen, cell-based, CHO-K1, FluxOR thallium flux, B-score (AID 2156); Potassium voltage-gated channel subfamily KQT member 2 (Rattus norvegicus), O88943; 20 min; hits give low values; B-score at 10 µM; actives 1.1% (n = 310,000);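 active means fluorescence ratio B-score at most minus 3 library SDs, with starting brightness B-score within 2 library SDs, cut at about -5.5 in these data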
Kir21 block: inhibitors of mouse Kir2.1 inward-rectifier potassium channel; Inward rectifier potassium channel 2 (Mus musculus), P35561; HEK293-Kir2.1, FluxOR thallium flux fluorescence; hits give low values; B-score at 10 µM; actives 0.85% (n = 310,000); AID 1672, 2009;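 active means fluorescence ratio B-score at or below minus 3 SD of library scores, with starting-brightness B-score within 2 SD, cut at about -4.2 in these data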;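 further: channel flux triggered by added potassium and thallium sulfate stimulus; B-score of peak minus minimum fluorescence over baseline after thallium stimulus; more negative B-score means stronger Kir2.1 block with less thallium influx; some compounds called inactive have numbers as strong as hits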
Target sequence (P35561 whole entry, looked up): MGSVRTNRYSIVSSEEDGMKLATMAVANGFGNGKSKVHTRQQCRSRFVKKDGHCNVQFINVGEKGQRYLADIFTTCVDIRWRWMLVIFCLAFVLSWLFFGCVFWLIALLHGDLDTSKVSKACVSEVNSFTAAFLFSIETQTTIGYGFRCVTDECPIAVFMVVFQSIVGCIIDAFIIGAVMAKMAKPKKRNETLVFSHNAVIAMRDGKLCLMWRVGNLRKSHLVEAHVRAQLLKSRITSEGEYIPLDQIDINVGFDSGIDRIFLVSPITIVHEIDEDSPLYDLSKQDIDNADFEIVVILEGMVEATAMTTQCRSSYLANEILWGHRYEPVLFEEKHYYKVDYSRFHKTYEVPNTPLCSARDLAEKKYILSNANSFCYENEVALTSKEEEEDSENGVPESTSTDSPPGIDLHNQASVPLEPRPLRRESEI
Starred values were filed as active, the others as inactive; i = inactive; nt = no result given; & = joins results of further samples.

SMILES | Kir21 block | KCNQ2 inh | STK33 inh
C[C@H](NC(=O)C1CC(=O)N(c2ccc3c(c2)OCCO3)C1)C(=O)NC1CCCC1 (stereo not given in full) | 0.34 | i | -1.4
Cc1cccc(C)c1NC(=O)C(c1ccccc1)N1CCC2(CC1)OCCO2 (stereo not given) | -1.4 | i | 1.1
CCOc1ccc(C(=O)NC2CC3CCCC(C2)N3Cc2ccccc2)cc1 (stereo not given) | -1.1 | i | -0.9
Cn1c(=O)c2c(ncn2CC(=O)N2CCN(C(=O)c3ccco3)CC2)n(C)c1=O | 0.96 | i | -2.0
O=C(NC(=S)N1CCN(C/C=C/c2ccccc2)CC1)c1c(F)cccc1F | 0.01 | i | nt
CCOCCc1nn2c(=O)cc(CSCC(=O)Nc3ccccc3)nc2s1 | -0.01 | i | 2.5
O=C(Nc1cc(Cl)cc(Cl)c1)N1CCCN(Cc2ccccc2)CC1 | -2.3 | i | -0.9
CC1(C)NC(=O)N(CC(O)CN(c2ccccc2)S(=O)(=O)c2ccccc2)C1=O (stereo not given) | -1 | i | -4.8
COc1ccc(CCNC(=O)COC(=O)c2ccc(Br)o2)cc1 | -0.54 | i | -2.3
C=CCN=C1N[C@@H](c2cccc(C(F)(F)F)c2)C(C(=O)OC)=C(C)N1CC | -1.1 | i | -0.7
CN(C(=O)C1CCOC1)c1nnc(C2CCOC2)s1 (stereo not given) | 0.15 | i | -1.0
CN1C2=C(C#N)C(c3ccccc3)(C(F)(F)F)NC(=O)N2c2ccccc21 (stereo not given) | -1.1 | i | -1.2
O=c1ccn(Cc2ccc(F)cc2)c2ccnc(C(F)(F)F)c12 | 2.2 | i | -0.3
COc1ccc(CN(CC(=O)NC2CCCC2)C(=O)CN2C(=O)COc3ccccc32)cc1 | -0.07 | i | -0.8
Cc1ccc(-n2nnc(-c3ccnc4ccccc34)n2)cc1 | 0.13 | i | -0.4
CCOC(=O)c1c(NC(=O)c2ccc(S(=O)(=O)N3CCOCC3)cc2)sc2c1CC(C)(C)NC2(C)C | 0.7 | i | -1.8
O=C1C2CC=C(Cl)CC2C(=O)N1c1ncn[nH]1 (stereo not given) | 2.1 | i | -6.8
CCC(C(=O)OC)n1cnc2c(nnn2-c2ccc(C)cc2)c1=O (stereo not given) | -1.1 | i | -1.5
CC(=O)O[C@H]1CC[C@@]2(C)[C@@H](CC[C@H]3[C@@H]4CC[C@H](C(C)O)[C@@]4(C)CC(=O)[C@@H]32)C1 (stereo not given in full) | -0.4 | i | 0.2
Cc1ccc(CC(=O)NCC(c2ccco2)N(C)C)cc1C (stereo not given) | -0.43 | i | -0.3
O=C(c1cccc([N+](=O)[O-])c1)N1CCOCC1 | -0.3 | i | -1.6
O=Cc1ccc(OCc2nnsc2Cl)cc1 | -0.23 | i | 0.5
CN1C(=O)CC(N2CCN(Cc3ccc(Cl)cc3)CC2)C1=O (stereo not given) | 1.7 | i | -2.2
COc1ccc(OC)c2c1sc(=NC(=O)C1CC1)n2C | 0.54 | i | -0.9
O=C(/C=C/c1ccccc1Cl)Nc1ccc2c(c1)C(=O)NC2=O | -2.8 | i | -0.6
CCCn1c(=O)[nH]c(=O)c2c1nc(-c1ccc(C#N)cc1)n2CCOC | -0.59 | i | 0.1
COc1cc(NC(=O)c2ccccc2F)ccc1NC(=O)c1cc2ccccc2o1 | 0.41 | i | -2.0
COc1ccccc1Nc1nc(N)nc(CSC(=S)N2CCCCC2)n1 | 1.8 | i | -0.9
Cc1ccc(NC(=O)CSc2n[nH]c(-c3ccncc3)n2)cc1 | 0.16 | i | -1.0
Cc1ccnc(NC(=O)C2(c3cccs3)CCOCC2)c1 | 1.8 | i | -0.5
CCCCSc1nnc([C@@H](NC(=O)OC(C)(C)C)C(C)C)o1 | 0.01 | i | -0.4
COCCCNC(=O)CCn1c(=O)c2ccccc2n(CC(=O)Nc2c(C)cccc2C)c1=O | -0.01 | i | -0.5
O=C(CSc1nn(-c2ccc(F)cc2)c(=S)s1)N1CCN(C(=O)c2ccco2)CC1 | 0.97 | i | nt
CC1CCC/C(=N/NC(=O)c2ccccc2-n2cccc2)C1 (stereo not given) | -0.38 | i | 3.9
CC1(C)C2CC[C@]3(C)C(CC=C4[C@@H]5C[C@@](C)(CO)[C@@H](O)C[C@]56C[C@@H](OC6=O)[C@]43C)[C@@]2(C)CC[C@@H]1O (stereo not given in full) | -0.54 | i | -1.8
Cc1oc(S(=O)(=O)N2CCCC2)cc1C(=O)Nc1ccc(F)cc1 | 0.72 | i | 0.7
CC(C(=O)NCc1ccccc1)n1cc([N+](=O)[O-])cn1 (stereo not given) | -1.3 | i | -1.0
CSc1nc(C)cc(-c2cc(C(=O)Nc3ccccc3)on2)n1 | 2.5 | i | -0.1
CCCCn1c2ccc(F)cc2c2nnc(NN)nc21 | 1.2 | i | -0.9
Cc1ccc(-c2cc(-c3ccccc3)c3c(N)c(S(C)(=O)=O)sc3n2)cc1 | 1.2 | i | 1.5
CCn1c(SCC(=O)Nc2ccc(C(C)=O)cc2)nc2c([nH]c3ccccc32)c1=O | -0.3 | i | -3.1
CC1CC(C)CN(S(=O)(=O)c2ccc(C(=O)NCc3ccc4c(c3)OCO4)cc2)C1 (stereo not given) | -0.89 | i | -0.3
O=C(c1cc2c(s1)CCCC2)N1CCN(c2ccccc2)CC1 | -0.38 | i | -1.1
CC1CCCCN1C(=O)c1ccc(COc2ccc([N+](=O)[O-])cc2)o1 (stereo not given) | -0.98 | i | -3.1
Nc1c(C(=O)N2CCCC2)sc2nc3c(cc12)CCCCCC3 | -0.26 | i | -2.2
CC(C)NC(=O)c1cc2n(n1)C(C(F)(F)F)CC(c1ccco1)N2 (stereo not given) | -0.52 | i | -0.7
CCc1cc2ccccc2nc1SCC(=O)Nc1cc(C)on1 | 0 | i | -0.9
C[C@@]12C(=O)N(c3cccc(Br)c3)C(=O)N1[C@H](c1ccc(Cl)cc1)[C@@H]1C(=O)N(C3CCCCC3)C(=O)[C@@H]12 | -1.4 | i | -1.2
Cc1ccccc1C(=O)Nc1cccc(C(=O)N/N=C/c2cc(Cl)cc([N+](=O)[O-])c2O)c1 | 0.23 | i | 1.0
COc1ccc(C(=O)NC2CCSc3ccccc32)cc1F (stereo not given) | 1.7 | i | -1.8
CCN(CC)C(=O)c1nn(-c2ccccc2)c2c1C1CCC2(C)C1(C)C (stereo not given) | 1.1 | i | -2.4
CC(NC(=O)CCn1c(=S)[nH]c2ccsc2c1=O)c1ccccc1 (stereo not given) | -0.01 | i | -0.2
CCOC(=O)Cc1csc(NS(=O)(=O)c2ccc(F)cc2)n1 | 0.35 | i | 0.2
Cc1cc(C)c2sc(N(CCCN(C)C)C(=O)c3ccc(S(=O)(=O)N4CCCc5ccccc54)cc3)nc2c1 | -0.94 | -7.7* | 0.0
C=CCN(CC=C)C(=O)C1CCC(C(=O)N(CC=C)CC=C)CC1 (stereo not given) | 0.53 | i | 2.2
O=C1CCCc2nc(N3CCN(c4ccccc4)CC3)ncc21 | -0.18 | i | 0.6
CCN1C2=NCCCN2c2cc(C)c(C)cc21 | 0.16 | i | 0.8
CN(c1nc2ccccc2n2c(-c3ccco3)nnc12)S(=O)(=O)c1ccccc1 | 0.36 | i | -1.8
Cc1cc(C)c(C#N)c(Oc2ccccc2)n1 | 0.79 | i | -0.2
Cc1ccccc1NC(=O)c1ccc(N/N=C/c2ccccc2O)c([N+](=O)[O-])c1 | 1 | i | -3.0

A draw from above in order of formula weight, ascending.
SMILES | Kir21 block | KCNQ2 inh | STK33 inh
CCc1cc2ccccc2nc1SCC(=O)Nc1cc(C)on1 | 0 | i | -0.9
C=CCN(CC=C)C(=O)C1CCC(C(=O)N(CC=C)CC=C)CC1 (stereo not given) | 0.53 | i | 2.2
CC(C)NC(=O)c1cc2n(n1)C(C(F)(F)F)CC(c1ccco1)N2 (stereo not given) | -0.52 | i | -0.7
CN(c1nc2ccccc2n2c(-c3ccco3)nnc12)S(=O)(=O)c1ccccc1 | 0.36 | i | -1.8
Cc1ccccc1C(=O)Nc1cccc(C(=O)N/N=C/c2cc(Cl)cc([N+](=O)[O-])c2O)c1 | 0.23 | i | 1.0

In the list so far, two contain bromine:
SMILES | Kir21 block | KCNQ2 inh | STK33 inh
COc1ccc(CCNC(=O)COC(=O)c2ccc(Br)o2)cc1 | -0.54 | i | -2.3
C[C@@]12C(=O)N(c3cccc(Br)c3)C(=O)N1[C@H](c1ccc(Cl)cc1)[C@@H]1C(=O)N(C3CCCCC3)C(=O)[C@@H]12 | -1.4 | i | -1.2

Next structures
SMILES | Kir21 block | KCNQ2 inh | STK33 inh
C[C@]12CCC3C(CC[C@H]4CC(O)CC[C@]34C)C1CC/C2=N/O (stereo not given in full) | 0.38 | i | -1.1
CC(C)CN=CC1=C(O)c2ccccc2C1=O | -0.39 | i | 2.0
Cc1nc(SCC(=O)NCC2CCCO2)c2c3c(sc2n1)CCC3 (stereo not given) | 0.84 | i | -0.5
CC(SCC(=O)NC(C)C1CC2CCC1C2)C(=O)O (stereo not given) | -0.74 | i | -0.4
Cc1ccc(C(C)(C)NC(=O)C2CCC(=O)N(CCCN3CCOCC3)C2)cc1 (stereo not given) | 1.8 | i | -2.0
CCCNC(=O)c1cc2nc(-c3ccccc3)cc(C(F)(F)F)n2n1 | 1.6 | i | -1.5
CCCCCCCCc1nnc(NC(=O)c2ccco2)s1 | -0.03 | i | -0.6
COc1ccc(C(=O)NC(C)c2ccc(-n3ccnc3)cc2)c(OC)c1OC (stereo not given) | -0.5 | i | -0.4
Cc1ccc(C(C)C)c(OCc2nnc3n2CCCCC3)c1 | -1.3 | i | 0.2
Cc1cccc(-c2nnc(SC(C)C(=O)N3CCOCC3)o2)c1 (stereo not given) | -0.91 | i | 1.3
Cc1cccc(NC(=O)CSCC(=O)N2CCN(Cc3ccc4c(c3)OCO4)CC2)c1 | 0.55 | i | 0.2
C/C(=N/NC(=O)c1ccccc1)c1ccc(NC(=O)C(F)(F)F)cc1 | -0.06 | i | 8.5
CCOC(=O)N1CCN(Cc2c(F)cccc2F)CC1 | 0.44 | i | -2.1
CC1(N(O)C=C2C=CC(=O)C=C2)CCCCC1=O (stereo not given) | -0.45 | i | 0.4
O=c1c2c3c(sc2n(CCN2CCOCC2)c(=O)n1Cc1ccco1)CCCCC3 | 0.11 | i | 0.4
O=C(NCc1ccccc1)C1CCCN(c2ncnc3c2nc2n3CCCCC2)C1 (stereo not given) | 1.1 | i | -1.1
Cc1ccc(OC(=O)c2cccc(S(=O)(=O)N3CCN(C)CC3)c2)c(Br)c1 | -0.05 | i | 0.5
COc1ccc(C(=O)NCC(=O)OCC(=O)N2CCN(S(=O)(=O)c3ccccc3)CC2)cc1 | 0.46 | i | -0.6
Cc1nc2c3cc(Cl)ccc3n(CCN3CCCCC3)c2s1 | -2.5 | i | -0.9
COc1ccc(CN(C(=O)c2ccccc2Br)C2CCS(=O)(=O)C2)cc1 (stereo not given) | 2.6 | i | -1.0
O=C(N=c1ccn(-c2nc3ccccc3nc2NS(=O)(=O)c2ccc(Cl)cc2)cc1)c1ccccc1Cl | -2.5 | i | -3.3
Cc1cccc(NC(=S)NCc2ccco2)c1C | -1.1 | i | 0.2
CCOC(=O)c1ccc(NC(=O)COC)cc1 | 2 | i | -0.8
O=[N+]([O-])c1cc(S(=O)(=O)Nc2cccc(Cl)c2)ccc1N=Nc1c(O)[nH]c2ccccc12 | 0.66 | i | -1.4
O=C(/C=N/O)Nc1ccc2sc3ccccc3c2c1 | -0.65 | i | 0.1
Cc1cccc(C)c1N=Nc1c(C)cc(O)cc1C | 0.11 | i | -0.1
CCOC(=O)N1CCN(CCC(=O)Nc2cccc(Br)c2)CC1 | 2.1&1.2 | i | -0.4&0.3
CCOc1ccc(/C=N/NC(=O)Nc2ccccc2)cc1 | -0.08 | i | -0.3
CC1CC(C)(C)NC(=S)N1CCCC(=O)Nc1ccc(Br)cc1 (stereo not given) | 0 | i | -0.3
CC(=O)C1=C(O)C(=O)N(c2ccc(Br)cn2)C1c1ccc(F)cc1 (stereo not given) | -1 | i | -1.2
CC(=O)NC(C)(CC(=O)c1ccccc1)c1ccccc1 (stereo not given) | -0.26 | i | -1.2
CC(/C=N/n1c(-c2ccc(Cl)cc2)n[nH]c1=S)=C\c1ccco1 | 0.8 | i | -1.0
COc1cc(C)c(Cl)c(C)c1S(=O)(=O)NC1CC(C)(C)NC(C)(C)C1 | 0.4 | i | nt
O=C(O)c1ccc(Cl)c(S(=O)(=O)NCC2CCCO2)c1 (stereo not given) | 0.62 | i | -2.0
O=C(CN1CCN(Cc2ccccc2)CC1)Nc1ccccc1-c1ccccc1 | -1.1 | i | nt

Looked up by structure from above (2):
SMILES | Kir21 block | KCNQ2 inh | STK33 inh
Cc1cccc(C)c1N=Nc1c(C)cc(O)cc1C | 0.11 | i | -0.1
O=C(CN1CCN(Cc2ccccc2)CC1)Nc1ccccc1-c1ccccc1 | -1.1 | i | nt
